Shn3 inh set2 – reduction of Shn3 3'UTR firefly luciferase signal, primary screen, Schnurri-3 inhibitor project, cell-based, Clone20 osteoblasts, set 2. inhibition, % at 12.5 µM. Clone20 osteoblast Shn3 3'UTR firefly luciferase, 24 h. hit rate 0.52% among 360,000;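 active means mean inhibition of at least 75% with every replicate also reaching 75%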;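 further: 0% = median of neutral control wells and 100% = pilot-screen positive control compound; some compounds past the cut are filed as inactive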
KKLEB cytotox – cytotoxicity in KKLEB CF airway cells, primary screen, cytotoxicity control for CF NF-kB inhibitor project, cell-based, uHTS, fluorescence assay plates | KKLEB CF airway cells viability, ATPlite luminescence, overnight; stronger effect = lower value; cells stimulated with P. aeruginosa culture filtrate | activity change (cytotoxicity), % at 5 µM | AID 602141, 2011 | hit rate 0.36% among 360,000;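 active means corrected activity change at or below -50% at 5 µM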
NR2E3 ag-1 – inhibitors of NR2E3-RetCOR corepressor binding, primary screen, NR2E3 agonist project, biochemical, TR-FRET, GST-NR2E3, biotin-RetCOR; 1536-well; AID 2300, 2010; hit rate 0.12% among 320,000; inhibition of corepressor binding, % at 4.78 µM;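 active means percent inhibition above the cutoff of mean plus 3 SD of all tested compounds, set per screening campaign, cut at about 20% in these data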;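 further: 0% = DMSO wells and 100% = biotin wells as full block of FRET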
Target sequence (Q9Y5X4 whole entry, looked up): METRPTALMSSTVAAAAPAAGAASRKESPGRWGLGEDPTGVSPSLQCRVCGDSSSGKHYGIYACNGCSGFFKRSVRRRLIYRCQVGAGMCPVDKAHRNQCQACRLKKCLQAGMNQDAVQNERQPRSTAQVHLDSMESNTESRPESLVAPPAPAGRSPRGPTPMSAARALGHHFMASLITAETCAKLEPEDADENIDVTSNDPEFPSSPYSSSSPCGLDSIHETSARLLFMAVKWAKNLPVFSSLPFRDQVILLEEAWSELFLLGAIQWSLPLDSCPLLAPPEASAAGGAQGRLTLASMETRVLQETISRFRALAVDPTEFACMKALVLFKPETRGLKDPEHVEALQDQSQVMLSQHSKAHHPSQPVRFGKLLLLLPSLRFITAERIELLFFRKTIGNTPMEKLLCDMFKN
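Material: NR2E3–RetCOR corepressor complex | Quantity: 1.35 nM GST-tagged NR2E3 final | Schedule: 5 h at 4 °C | Replication: Singlicate compound wells | Reagent: RetCOR corepressor, biotinylated, 7 nM | Controls: Biotin wells as high control, 0.6% DMSO wells as low control | Signal: TR-FRET, Eu(K)-anti-GST donor, streptavidin-D2 acceptor, ex 340, em 617/671 nm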
TRPM1 prom inh – inhibitors of MITF-dependent TRPM1 promoter reporter, primary screen, cell-based, SK-MEL-5, single point, luciferase; inhibition, % at 12.5 µM; SK-MEL-5 TRPM1 promoter luciferase, 24 h; hit rate 0.83% among 330,000;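 active means mean inhibition across replicates of 60% or more, whatever share of single replicates reaches that level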; further: values of inactives mirror those of a sister screen read the other way
Peg3 prom inh – Peg3 promoter-driven luciferase inhibitors, primary screen, cell-based, HeLa, luciferase luminescence; HeLa PEG-Prom luciferase reporter, overnight; inhibition, % at 20 µM; hit rate 1.7% among 360,000; AID 588405, 2011;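 active means inhibition of at least 50% at 20 µM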
NR2E3 ag-2 – NR2E3 agonists in two-hybrid cells, primary screen, cell-based, luminescence, CHO-S, Gal4-NCOR/VP16-NR2E3; Photoreceptor-specific nuclear receptor (Homo sapiens), Q9Y5X4; luciferase; inhibition of corepressor binding, % at 3.98 µM; hit rate 0.35% among 360,000; AID 602229, 2012;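 active means inhibition above the mean of all tested compounds plus 3 SD, cut at about 70% in these data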;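 further: 0% = DMSO with NR2E3 transfected cells and 100% = cells lacking NR2E3 construct; higher means lower luciferase signal from less NR2E3 corepressor binding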
EBV LMP1 NFkB – EBV LMP1-driven NF-kappaB luciferase reporter inhibitors, primary screen, cell-based, luminescence, single point; hit rate 0.69% among 350,000; LMP1-induced NF-kappaB luciferase reporter cells; inhibition, % at 12.5 µM; in the data active means inhibition above about 41%;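 further: 0% = neutral control wells and 100% = reference inhibitor control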
TRAIL sens C8 – viability loss with TRAIL in NB7+C8 cells, primary screen, TRAIL sensitizer project, cell-based, ATPlite luminescence | inhibition (viability loss, TRAIL sensitization), % at 10 µM | hit rate 1% among 360,000 | AID 624354, 2012;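 active means compounds causing at least 50% loss of cell viability in the single-dose screen, relative to plate controls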
hiPSC survival – enhancers of single-cell hiPSC survival, primary screen, ATPlite luminescence; 100% = ROCK inhibitor wells, 0% = DMSO; survival enhancement, % at 20 µM; hit rate 0.044% among 360,000; in the data active means survival enhancement above about 18%;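 further: cells exposed to compounds for 16 hours before the ATP read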
CF NFkB inh – inhibitors of PAF-induced NF-kB signaling, primary screen, cell-based, GFP fluorescence, uHTS | KKLEB NF-kB-GFP reporter, GFP fluorescence overnight | inhibition, % at 5 µM | hit rate 0.86% among 360,000;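 active means at least 50% inhibition at 5 µM, scaled per plate between neutral and stimulator controls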;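 further: PAF is a Pseudomonas aeruginosa culture filtrate used as stimulus; plate controls were PAF-stimulated DMSO wells for no effect and unstimulated DMSO wells for full effect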
HIF-2a block – HIF-2a reporter inhibitors, primary screen, luminescence, 786-0 RCC cells. inhibition, % at 18.8 µM. 786-0 RCC cells HIF-2a reporter, luciferase luminescence, overnight. hit rate 0.72% among 360,000. AID 624352, 2012;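 active means inhibition of the luminescence signal of 40% or more relative to plate controls, in a single-dose primary screen at 18.75 µM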
* hit, by the source's call; . = no result given. The list is partial; rates above refer to the full screens.

#	canonical_smiles	Shn3 inh set2	KKLEB cytotox	NR2E3 ag-1	TRPM1 prom inh	Peg3 prom inh	NR2E3 ag-2
1	COc1ccccc1C(=O)NCC(=O)OCC(=O)N1CC(C)OC(C)C1 (configuration not stated)	1	1	.	-4	10	3
2	CC(=O)c1ccccc1C(=O)NCc1cccnc1	2	4	3	-10	-3	-16
3	COc1cccc(N2CCN(C(=S)NCCc3ccccc3)CC2)c1	11	-10	-1	3	4	-28
4	CCCC(=O)Nc1cccc(-c2nc3ccccc3c(=O)o2)c1	-8	3	3	-6	5	-29
5	N#C/C(=C\c1ccc(OCc2ccc(Br)cc2)cc1)C(=O)Nc1cccc(C(=O)O)c1	-76	9	0	-49	-177	-59
6	CN1OC[C@@H]2CN(C(=S)Nc3ccc(C#N)cc3)[C@H](c3ccc(N4CCCCC4)cc3)C[C@@H]21	7	5	.	.	-3	-25
7	Cc1ccc(S(=O)(=O)N2CCN(C(=O)CSc3nnc(C)c(=O)[nH]3)CC2)cc1	-3	11	1	1	6	7
8	NC(=O)CC(NC(=O)Cc1ccc(Br)cc1)c1ccc(NCCc2ccc(F)cc2)c([N+](=O)[O-])c1 (configuration not stated)	20	-15	0	4	34	-23
9	O=C(NCCC1=CCCCC1)C1CC(=O)N(C2CCCCCC2)C1 (configuration not stated)	4	13	-3	5	20	-9
10	CC(=O)c1cc2c(cc1NC(=O)CN1CCOCC1)OCO2	20	3	-6	1	11	0
11	CC(=O)NC1=NN(C(C)=O)C2(CCCC2)S1	4	9	-4	-5	-6	-7
12	Cc1c(CC(=O)O)c(=O)oc2cc(OCc3ccc(Br)cc3)ccc12	-14	3	3	-12	-91	-45
13	Cc1cccc(NC(=O)c2cc([N+](=O)[O-])ccc2NCC2CCCO2)n1 (configuration not stated)	-13	5	4	-2	21	-9
14	CC(=O)Nc1ccc(NC(=O)C(NS(=O)(=O)c2cccc3nsnc23)C(C)C)cc1 (configuration not stated)	-13	6	-4	0	6	-35
15	CCOC(=O)c1c(NC(=O)CN2C(=O)NC3(CCCCC3C)C2=O)sc(C)c1CC (configuration not stated)	14	-12	-5	-26	18	13

#	EBV LMP1 NFkB	TRAIL sens C8	hiPSC survival	CF NFkB inh	HIF-2a block
1	-7	12	-0.4	5	1
2	-1	3	4.4	-3	20
3	-3	-5	-0.1	6	6
4	10	40	-3.1	11	-26
5	5	-22	0.0	-20	-9
6	.	-7	2.6	-2	-23
7	1	-10	-1.5	-3	5
8	-6	-7	-2.3	-1	0
9	-12	-3	-0.2	-16	0
10	-7	10	-0.4	-1	-4
11	-2	0	-0.3	0	11
12	-3	21	0.3	2	-131
13	11	-2	-0.3	10	12
14	7	-5	0.3	-8	-1
15	5	2	-0.4	14	9

Remaining list, next part
#	canonical_smiles	Shn3 inh set2	KKLEB cytotox	NR2E3 ag-1	TRPM1 prom inh	Peg3 prom inh	NR2E3 ag-2
16	COc1ccc(CNC(=O)COC(=O)c2ccc(S(=O)(=O)N3CCCCC3)cc2)cc1	6	8	.	-4	0	13
17	CCOC(=O)C1=C(C)N(CCCCCC(=O)O)C(=O)NC1c1ccc(Cl)cc1 (configuration not stated)	-16	7	1	-1	9	11
18	COc1ccc(CN(C)Cc2nc3scc(-c4ccccc4)c3c(=O)[nH]2)cc1OC	6	-3	-2	11	9	4
19	CCC1CCCCN1CCNC(=O)CNS(=O)(=O)c1ccc2nc(C)sc2c1 (configuration not stated)	0	0	2	-2	4	-1
20	Cc1ccc(-n2ncc3c(=O)n(CC(=O)NC4CCCCC4)cnc32)cc1	1	-4	0	0	-6	-13
21	COCCCNCC(O)C(F)(F)F (configuration not stated)	-2	1	1	15	8	-22
22	O=C(NCc1csc2ccccc12)Nc1cc(Cl)cc(Cl)c1	16	-5	-2	-9	29	-4
23	CN(C)CCCNC(=O)c1cc(Br)ccc1O	-12	-13	-1	6	17	1
24	COc1ccc(C)cc1S(=O)(=O)Nc1cc(Cl)ccc1Cl	9	3	-1	-1	12	0
25	COc1cc(/C=N/O)ccc1Oc1cnccn1	16	-2	-1	0	7	-2
26	CCOC(=O)c1ccc(-c2ccc3oc(-c4ccsc4)cc(=O)c3c2)cc1F	3	2	.	-37	-45	5
27	COc1ccc([C@H]2CC(=O)C=C(c3ccc4ncccc4c3)C2)cc1OC	6	7	.	-4	-28	5
28	Cc1ccc(-c2nc3cc(Cl)ccc3o2)cc1	-24	-12	0	2	-264	-57
29	CCC(C)N(C(=O)COc1ccc(-c2nnco2)cc1)C1CCS(=O)(=O)C1 (configuration not stated)	-15	6	-1	1	7	-9
30	Cc1cc(NC(=O)c2sccc2C)n(-c2cccc(Cl)c2)n1	-40	0	-1	-5	-17	-17

#	EBV LMP1 NFkB	TRAIL sens C8	hiPSC survival	CF NFkB inh	HIF-2a block
16	-2	-9	-2.2	1	23
17	4	-5	-1.3	-13	4
18	-4	0	4.3	-11	3
19	-3	1	-1.5	10	2
20	-1	10	-5.5	6	-7
21	-4	-5	0.8	7	12
22	9	-16	-0.5	2	-13
23	4	-3	0.1	0	10
24	-8	-4	-1.2	-3	15
25	0	-13	0.0	16	15
26	-2	4	2.7	12	-62
27	27	-2	-0.2	9	-2
28	-42	31	-5.0	-8	-148
29	-6	-13	-0.2	4	-6
30	-4	6	1.0	-24	-26

Arranged by formula weight (largest number first): five of the compounds above
#	canonical_smiles	Shn3 inh set2	KKLEB cytotox	NR2E3 ag-1	TRPM1 prom inh	Peg3 prom inh	NR2E3 ag-2
16	COc1ccc(CNC(=O)COC(=O)c2ccc(S(=O)(=O)N3CCCCC3)cc2)cc1	6	8	.	-4	0	13
26	CCOC(=O)c1ccc(-c2ccc3oc(-c4ccsc4)cc(=O)c3c2)cc1F	3	2	.	-37	-45	5
24	COc1ccc(C)cc1S(=O)(=O)Nc1cc(Cl)ccc1Cl	9	3	-1	-1	12	0
23	CN(C)CCCNC(=O)c1cc(Br)ccc1O	-12	-13	-1	6	17	1
28	Cc1ccc(-c2nc3cc(Cl)ccc3o2)cc1	-24	-12	0	2	-264	-57

#	EBV LMP1 NFkB	TRAIL sens C8	hiPSC survival	CF NFkB inh	HIF-2a block
16	-2	-9	-2.2	1	23
26	-2	4	2.7	12	-62
24	-8	-4	-1.2	-3	15
23	4	-3	0.1	0	10
28	-42	31	-5.0	-8	-148

(next part)
#	canonical_smiles	Shn3 inh set2	KKLEB cytotox	NR2E3 ag-1	TRPM1 prom inh	Peg3 prom inh	NR2E3 ag-2
31	CC(=O)Nc1cccc(NC(=S)Nc2cccc(Cl)c2C)c1	-6	0	1	4	-5	0
32	O=C(NCc1ccccn1)/C(=N/O)c1ccccc1	1	-1	1	-9	-25	-2
33	c1ccc(-n2nnnc2Oc2ccc(-n3ccnc3)cc2)cc1	1	-16	2	6	9	-2
34	CCN(CC)CCN1C(=O)C(=O)/C(=C(/O)c2c(C)[nH]c(C(=O)OC)c2C)C1c1ccccc1 (configuration not stated)	2	0	1	11	11	16
35	COc1ccc(CNC(=O)[C@H](Cc2c[nH]c3ccccc23)NC(=O)[C@@H]2Cc3ccccc3CN2)cc1	10	14	7	-1	5	-53
36	Cc1ccc(S(=O)(=O)N2CCN(C3CC4CCC3C4)CC2)cc1 (configuration not stated)	15	-2	2	11	-16	-28
37	CCOC(=O)N1CCN(Cc2ccc3ccccc3c2)CC1	-10	4	.	0	3	-1
38	COc1ccc(-c2oc3ccc(-c4cc(OC)c(OC)c(OC)c4)cc3c2-c2ccc(OC)nc2)cc1	11	12	2	-9	-1	-23
39	Cc1ccc(C)c(N2C(=N)S/C(=C\c3ccc(-c4ccccc4C(=O)O)o3)C2=O)c1	-4	-4	13	2	10	-33
40	COc1ccc(NS(=O)(=O)c2cccc(C(=O)NCC3(N4CCCCC4)CCCCC3)c2)cc1	2	7	-1	-11	18	-25
41	FC(F)(F)c1cnc(C(c2ccccc2)c2ncn[nH]2)c(Cl)c1 (configuration not stated)	-7	9	3	2	2	14
42	COC(=O)/C(C#N)=C/c1ccc(C)o1	10	1	-6	5	0	-17
43	O=C(NCc1ccccc1)c1ccc2nccnc2c1	6	5	-6	8	2	-24
44	COc1cccc(NC(=S)N2CCN(c3ccccn3)CC2)c1	11	12	1	-11	-8	10
45	CN(C)CC/C=C1/c2ccccc2CS(=O)(=O)c2ccccc21	3	1	3	4	-3	-69
46	Cc1cc(C=O)c(C)n1-c1ccc(Oc2ccc([N+](=O)[O-])cn2)cc1	-35	6	-2	-14	6	-1
47	Cn1cccc1CC(=O)N/N=C/C(Cl)=C/c1ccccc1	-3	-5	-3	-4	-47	-22
48	S=C(NCc1ccccn1)Nc1ccccc1	-23	11	-1	-25	-26	6

#	EBV LMP1 NFkB	TRAIL sens C8	hiPSC survival	CF NFkB inh	HIF-2a block
31	9	-7	-1.3	9	-2
32	-3	-2	-3.0	-8	-49
33	-2	-8	-0.7	2	4
34	-11	4	1.2	-20	7
35	-4	-4	0.9	-23	17
36	-1	-10	-0.6	-11	4
37	-8	-9	0.7	-8	-4
38	1	27	-2.6	-5	7
39	5	3	-0.4	5	19
40	-33	12	0.1	8	18
41	4	-2	0.4	0	19
42	-4	3	-0.3	4	9
43	0	-5	-1.3	0	-13
44	4	10	-0.3	3	-24
45	-7	-16	0.1	-8	11
46	-1	-18	-1.6	-9	18
47	-13	6	1.2	-18	-33
48	7	0	0.3	8	-25

Filtered by structure: the compounds so far containing a COOH group (4)
#	canonical_smiles	Shn3 inh set2	KKLEB cytotox	NR2E3 ag-1	TRPM1 prom inh	Peg3 prom inh	NR2E3 ag-2
5	N#C/C(=C\c1ccc(OCc2ccc(Br)cc2)cc1)C(=O)Nc1cccc(C(=O)O)c1	-76	9	0	-49	-177	-59
12	Cc1c(CC(=O)O)c(=O)oc2cc(OCc3ccc(Br)cc3)ccc12	-14	3	3	-12	-91	-45
17	CCOC(=O)C1=C(C)N(CCCCCC(=O)O)C(=O)NC1c1ccc(Cl)cc1 (configuration not stated)	-16	7	1	-1	9	11
39	Cc1ccc(C)c(N2C(=N)S/C(=C\c3ccc(-c4ccccc4C(=O)O)o3)C2=O)c1	-4	-4	13	2	10	-33

#	EBV LMP1 NFkB	TRAIL sens C8	hiPSC survival	CF NFkB inh	HIF-2a block
5	5	-22	0.0	-20	-9
12	-3	21	0.3	2	-131
17	4	-5	-1.3	-13	4
39	5	3	-0.4	5	19

Screening data: PubChem BioAssay, several laboratories
